RmlCD inh 1536: M. tuberculosis RmlC/RmlD coupled enzyme inhibitors, primary screen, biochemical, compound mixtures, 384-well, from 1536-well plates | 160,000 tested, 0.03% active | AID 1533, 2009 | inhibition, % at 3.6 µM | RmlC+RmlD coupled enzyme assay, percent inhibition; primary screen in compound mixtures | dTDP-4-dehydrorhamnose reductase (Mycobacterium tuberculosis (strain ATCC 25618 / H37Rv)) …; in the data active = inhibition mostly above about 34%, no sharp cut-off; inconclusive = no clear call, values can overlap the other calls; inactive = mostly below about 22%; note: some results filed as inactive read as strong as hits
Target sequence (P9WH09 whole entry, looked up): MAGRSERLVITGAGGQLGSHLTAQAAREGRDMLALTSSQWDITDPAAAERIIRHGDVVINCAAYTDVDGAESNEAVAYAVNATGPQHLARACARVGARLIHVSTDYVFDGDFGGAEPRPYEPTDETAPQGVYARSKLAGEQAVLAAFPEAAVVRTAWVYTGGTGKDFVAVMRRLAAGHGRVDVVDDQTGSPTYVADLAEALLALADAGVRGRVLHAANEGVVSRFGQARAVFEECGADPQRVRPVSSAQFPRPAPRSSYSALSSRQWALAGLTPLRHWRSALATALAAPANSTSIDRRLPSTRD
Target sequence (P9WH11 whole entry, looked up): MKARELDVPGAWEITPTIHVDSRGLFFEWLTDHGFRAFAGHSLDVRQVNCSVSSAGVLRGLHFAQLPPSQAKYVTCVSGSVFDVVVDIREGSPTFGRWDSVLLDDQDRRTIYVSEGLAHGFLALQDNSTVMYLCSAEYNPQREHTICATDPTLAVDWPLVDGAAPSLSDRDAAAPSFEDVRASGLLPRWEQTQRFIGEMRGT
GlmU inhibition: inhibition of mycobacterial GlmU enzyme – biochemical, glucosamine-1-phosphate acetyltransferase (AID 1376); Bifunctional protein GlmU (Mycobacterium tuberculosis (strain ATCC 25618 / H37Rv)); M. tuberculosis GlmU acetyltransferase enzyme assay; higher % means a stronger effect; one-dose inhibition, %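 (tested at 30 µM in the primary screen)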; IC50 in µM for titrated hits; 220,000 tested, 0.25% active; in the data active = inhibition above about 13%; inconclusive = no clear call, values can overlap the other calls;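 note: 0% = complete reaction with vehicle and 100% = reaction without substrate; strong numbers were not always called active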
Starred values were filed as active, the others as inactive; ? = inconclusive; / = not tested or not shown. Only part of the results is shown; the hit share may differ from the screen's.

SMILES	RmlCD inh 1536	GlmU inhibition
Cc1ccc(S(=O)(=O)N2CCCCC2)cc1NC(=O)Cc1c[nH]c2ccccc12	-10	-6.8%
C=CCn1c(N)c(C(=O)N2CCOCC2)sc1=S	/	3.3%
CC1=C(C(=O)N2CCOCC2)C(c2ccccc2F)NC(=O)N1 (stereo not drawn)	-14	0.5%
COc1ccccc1CCc1nnc(CCC(=O)N(C)Cc2ccncc2C)o1	5	1.9%
Cc1ccc(S(=O)(=O)N(C)C)cc1NC(=O)COC(=O)c1c(C)noc1C	3	-3.7%
Cc1cc(C)nc(NC(=O)NS(=O)(=O)N2CCCCCC2)n1	/	3.4%
O=C(c1ccc(CN2CCOCC2)cc1)N1CCN(c2ccccc2)CC1	/	2.2%
O=C(Nc1ccc(Cl)cc1)Nc1ccccc1C(=O)NCc1ccco1	/	-1.2%
CC(=O)c1cccc(N/C=C\C(=O)c2ccc(C)cc2)c1	-19	-3.2%
N#C/C(=C\c1cn(-c2ccccc2)nc1-c1ccccc1)S(=O)(=O)c1ccccc1	-5	-3.0%
O=C(NCc1ccccc1)c1cc(-c2ccncc2)nc2ccc(S(=O)(=O)N3CCOCC3)cc12	9	2.1%
COc1cc(NS(=O)(=O)c2cccc3nsnc23)cc(OC)c1	19	3.4%
CCOCC(O)CS(=O)(=O)c1ccccn1 (stereo not drawn)	-9	3.6%
O=C(O)/C(=C\c1cn(-c2ccccc2)nc1-c1ccc(Cl)cc1)NC(=O)c1ccccc1	/	4.9%
COCCCNC(=S)N1CCN(S(C)(=O)=O)CC1	-4	8.4%
Cc1cc(Cl)c(S(=O)(=O)N2CCN(c3cccc(C)c3C)CC2)cc1OCC(N)=O	-10	1.5%
CCOC(=O)N1CCN(C(=O)c2ccc3c(c2)sc2nc(-c4ccc(OC)cc4)cn23)CC1	-2	-0.2%
CCN(CC)c1nc(N)c2c(N)nc3c(c2c1C#N)CC(c1ccccc1)O3 (stereo not drawn)	-4	0.9%
COc1ccc(N2C(N)=C(C#N)C(c3cccnc3)C3=C2CC(C)(C)CC3=O)cc1 (stereo not drawn)	/	0.2%
Nc1c(C(=O)NCc2ccccc2)sc2nc(N3CCOCC3)c3c(c12)CCCC3	/	-0.2%
NC(=O)COC(=O)CNC(=O)c1sc2ccccc2c1Cl	5	1.9%
COc1cc2c(cc1OC)-c1cc(OCCN3CCOCC3)nc(=O)n1CC2	5	-5.2%
CCC1OC2(C)OC(=N)C1(C#N)C(C#N)(C#N)C2c1ccccc1 (stereo not drawn)	-14	3.5%
Cc1cc(NS(=O)(=O)c2ccc(NC(=O)CCN3C(=O)c4ccccc4C3=O)cc2)no1	/	5.1%
COC(=O)c1ccc(C(=O)OC)c(NC(=O)CCc2ccc(C)o2)c1	/	0.3%
COc1cc(CC(=O)Nc2ccc3c(c2)CCC3)cc(OC)c1OC	5	0.5%
CC(C)C(=O)n1nc(-c2cccnc2)nc1NCc1cccs1	-9	3.0%
CCOC(=O)C(=O)Nc1nc(-c2ccccc2)c(CC)s1	12	/
Cc1ccccc1-n1nc(-c2cccnc2)cc1C(=O)N/N=C/c1ccncc1	5	1.0%
Cc1ccc(Cn2c(CN3CCOCC3)nc3c2c(=O)[nH]c(=O)n3C)cc1	5	0.7%
COC(=O)/C(=C/c1ccco1)NC(=O)c1ccccc1	7	-3.4%
COc1ccc(CNC(=O)C2CC(c3ccccc3[N+](=O)[O-])=NO2)cc1 (stereo not drawn)	1	-2.0%
CCOC(=O)c1nnc(-c2ccccc2)nc1Oc1ccccc1Cl	7	-1.4%
CCOc1ccc2oc(C(=O)OCC(=O)NC(=O)NC3CCCC3)c(C)c2c1	/	-0.3%
COC(=O)c1ccc(COC(=O)c2[nH]c(C)c(C(C)=O)c2C)o1	6	0.6%
CCOCC(=O)Nc1cc(C(=O)Nc2cc(C)cc(C)c2)ccc1Cl	/	3.3%
C=CCNc1nc(Cl)nc(Nc2ccc([N+](=O)[O-])cc2)n1	-18	-3.5%
COc1ccccc1N(CCC#N)C(=O)CSc1nc(-c2ccccc2)cn1N	/	2.6%
Cc1cccc(-n2c(SCC(=O)O)nc3sc4c(c3c2=O)CCCC4)c1	-10	-0.9%
Cn1c(=O)c2sccc2n2c(CCCC(=O)NCc3ccc4c(c3)OCO4)nnc12	/	4.8%
COc1ccc(C)cc1S(=O)(=O)NC1CCCCC1	/	1.7%
COCCNC(=O)c1cc2nc(-c3ccc(F)cc3)cc(C(F)(F)F)n2n1	-11	2.4%
Cc1ccc(-n2c(N)c(C(=O)N3CCOCC3)sc2=S)cc1	/	-2.9%
CCOC(=O)c1cc[n+](CC(=O)c2ccc(F)cc2)cc1	-4	-3.7%
Cc1cc(OCc2ccc(C(=O)NN=C3CCCC3)cc2)ccc1Cl	-14	-3.8%
COc1ccc(N/C(=N\c2nc(C)cc(C)n2)NC(C)=O)cc1OC	/	3.6%
Cc1ccc(Cl)cc1NC(=O)C1CCN(S(C)(=O)=O)CC1	12	-1.2%
Cc1nc2ccc(P(=O)(O)O)cc2s1	/	-0.6%
O=[N+]([O-])c1ccccc1NCCNS(=O)(=O)c1ccc(Cl)cc1	/	-0.4%
CNS(=O)(=O)c1cccc(C(=O)OCC(=O)C23CC4CC(CC(C4)C2)C3)c1	1	0.9%
O=C(CSc1n[nH]c(-c2ccccc2O)n1)N1CCOCC1	/	9.4%
CCn1c(SCC(=O)Nc2ccc3c(c2)OCCO3)nnc1-c1c[nH]c2ccccc12	/	0.1%
N#Cc1nc(-c2ccco2)oc1N1CCc2ccccc2C1	28	0.9%
COc1ccc(CCN2C(=O)CSC2c2ccc(OC)c(OC)c2)cc1OC (stereo not drawn)	-3	-5.1%
O=C(Nc1cccnc1)c1cccc(S(=O)(=O)N2CCCCC2)c1	18	-0.7%
CCOc1ccc(NS(=O)(=O)c2ccc3c(c2)oc(=O)n3C)cc1	/	1.9%
CC1=C(C#N)CCC(=O)N1Cc1ccc(C)cc1	/	2.1%
O=C(Cc1ccc(F)cc1)NCCc1ccc(F)cc1	-2	/
O=c1oc(-c2ccco2)nc2sc3c(c12)CCCC3	/	-2.8%
CC(C)c1cc(C(=O)O)on1	/	-2.6%

Later entries
SMILES	RmlCD inh 1536	GlmU inhibition
CCN(CC)c1cc(CS(=O)c2ccccc2)nc(-c2ccccc2)n1 (stereo not drawn)	/	1.4%
O=C(O)c1ccccc1C(=O)NCC(O)COCC1CC=CCC1 (stereo not drawn)	-6	-7.0%
Cc1nc2ccc(NS(=O)(=O)c3ccc(C)c(C)c3)cc2s1	/	-3.7%
COc1ccc(/C=N/Nc2ccc(C(=O)O)cc2)cc1OC	-7	4.6%
CCN1CCN(CCCN(Cc2ccco2)C(=S)Nc2ccccc2Cl)CC1	1	0.8%
S=C(NCCCN1CCOCC1)Nc1cccc(-c2nnc3n2CCCCC3)c1	6	-0.4%
CN(C)/C=N/c1cc(=O)[nH]c(=O)n1Cc1ccccc1	/	2.6%
C=CCn1c(O)c(C(CC)=NC(C)c2ccccc2)c(=O)[nH]c1=O (stereo not drawn)	-4	/
CC(C)N1CCC(N2CCN(Cc3cccnc3)CC2CCO)CC1 (stereo not drawn)	/	3.1%
NC(=O)C(=O)NN=C1CCC(c2ccccc2)CC1 (stereo not drawn)	6	-1.0%
CCOc1cc(CNCCCN2CCOCC2)cc(Br)c1OCC(=O)Nc1cccc(C(F)(F)F)c1	1	-11%
CCC(C)NS(=O)(=O)c1ccc(NC(=O)c2c(-c3ccccc3)noc2C)cc1 (stereo not drawn)	0	1.3%
CCc1ccc(OCc2n[nH]c(=S)n2Cc2ccccc2)cc1	-11	3.8%
O=c1c2sccc2nc(SCc2cc(=O)n3cc(Cl)ccc3n2)n1-c1ccc(F)cc1	?	-5.2%
c1ccc(OCc2nc(-c3ccncc3)no2)cc1	9	2.1%

Full records, quoted from the list. Order of screens: RmlCD inh 1536	GlmU inhibition
`C=CCn1c(O)c(C(CC)=NC(C)c2ccccc2)c(=O)[nH]c1=O` (stereo not drawn) in the list: -4	/
`O=c1c2sccc2nc(SCc2cc(=O)n3cc(Cl)ccc3n2)n1-c1ccc(F)cc1` in the list: ?	-5.2%
`CCN(CC)c1cc(CS(=O)c2ccccc2)nc(-c2ccccc2)n1` (stereo not drawn) in the list: /	1.4%
`c1ccc(OCc2nc(-c3ccncc3)no2)cc1` in the list: 9	2.1%

The results go on.
SMILES	RmlCD inh 1536	GlmU inhibition
CCCn1nc2cc(C(=O)NCc3ccccc3)ccc2c1OCC	/	2.3%
O=C(NCCNC(=O)c1ccccc1)c1ccccc1	/	0.6%
Cc1nc2sc(C(c3ccc(F)cc3)N3CCN(C(=O)c4ccco4)CC3)c(O)n2n1 (stereo not drawn)	3	2.3%
COc1ccc(-c2[nH]ncc2CN2CCCOc3c(cccc3OC)C2)c(OC)c1	/	-4.1%
COc1ccccc1C(=O)N(Cc1nc(-c2ccc(Cl)cc2)no1)C(C)C	/	0.7%
O=c1c(Cl)c(NCCO)ncn1-c1ccccc1	/	-4.4%
Cc1csc(=S)n1-c1ccccc1	-198	0.2%
COc1cc2sc(C)nc2cc1C	5	3.0%
O=C(NCCC1=CCCCC1)C1CCN(c2nnc(-n3cccc3)s2)CC1	77	0.0%
CCOc1ccccc1C1CC(c2cccs2)=NN1S(C)(=O)=O (stereo not drawn)	-6	2.4%
Cc1ccc2c(c1)C(c1ccccc1)N(C(=O)C(C)C)CC(=O)N2 (stereo not drawn)	/	-0.3%
Cc1ccc(-c2nn(Cc3ccccc3)cc2C=O)cc1	6	9.9%
CC(=O)Nc1ccc(NC(=O)C2CC(=O)N(c3ccccc3Cl)C2)cc1 (stereo not drawn)	-10	-5.3%
COCCOC(=O)C1=C(N)Oc2c(oc(CO)cc2=O)C1c1c(F)cccc1Cl (stereo not drawn)	13	2.5%
CC(=O)/C(=N\Nc1ccccc1)Oc1ccc([N+](=O)[O-])cc1	/	-4.3%
Nc1ccc2nc(-c3ccccc3)[nH]c2c1	/	7.4%
CCn1c(=O)c2c3c(sc2n2c(=S)[nH]nc12)CCC3	/	-4.5%
CC(=O)Nc1ccc(SCC(=O)Nc2sccc2C#N)cc1	13	3.8%
Cc1ccc(C2=NN(C(=O)CSc3nc4ncc(Cl)cc4[nH]3)C(c3ccco3)C2)cc1 (stereo not drawn)	-10	2.0%
Cc1cc(=O)n(C)c(=O)n1CCCCOc1cccc([N+](=O)[O-])c1	75	2.9%
COc1cc(OC)cc(C(=O)NC(=S)Nc2cc3oc4ccccc4c3cc2OC)c1	-7	2.0%
Cn1c(-c2ccc3c(c2)OCO3)c(C(=O)O)c(=O)c2ccccc21	-11	7.8%
O=S(=O)(NCCc1ccncc1)c1ccc(Br)cc1	-5	2.6%
Cc1cc(C)c(C)c(S(=O)(=O)NCCCN2CCOCC2)c1C	0	-4.5%
Cc1ccc(-c2nnn(CC(=O)N(Cc3ccc(F)cc3)C(C(=O)NC3CCCC3)c3ccncc3)n2)o1 (stereo not drawn)	/	2.3%
CCN(C1CCCCC1)S(=O)(=O)c1ccc(C(=O)O)cc1	12	1.8%
COC(=O)CCCC1=CC2=CC(=O)C(C)(OC(=O)c3ccc(Cl)nc3)C(=O)C2=CO1 (stereo not drawn)	/	-3.0%
O=C(Oc1ccc(/C=N/O)cc1)c1ccccc1Cl	/	1.8%
O=[N+]([O-])c1ccc(/C([O-])=C(/C(=S)NCc2ccco2)[n+]2ccccc2)cc1	1	4.4%
Cc1ccc(-c2csc(-c3ccncc3)n2)cc1	6	0.1%
NCCCCCC(=O)N/N=C/c1coc2ccccc2c1=O	-10	2.1%
O=C(CCc1ccccc1)NNC(=S)NC(=O)c1ccccc1	/	-5.8%
CCN(CC)CCN(C(=O)c1ccccc1OC)c1nc2ccc(F)cc2s1	6	-1.1%
Cc1cccc(-c2nsc(SCC(=O)NCc3ccc4c(c3)OCO4)n2)c1	7	-1.5%
O=C(Cc1sc(Nc2ccccc2)nc1-c1ccccc1)NCc1ccccn1	3	-3.9%
CN(C)S(=O)(=O)c1cccc(NC(=O)COC(=O)c2cc(=O)[nH]c(=O)[nH]2)c1	-2	0.7%
O=C(CSc1nc2ccccc2s1)N/N=C/c1cc([N+](=O)[O-])ccc1O	/	-0.1%
CC(c1ccon1)N(C)C(=O)CCc1nnc(CCCCc2ccccc2)o1 (stereo not drawn)	/	1.0%
COc1cc2c(cc1NC(=O)Nc1ccc(F)cc1)oc1ccccc12	/	1.1%
COC(=O)c1ccc(CN2CCN(Cc3ccc(C(=O)OC)o3)CC2)o1	8	0.8%
N#CCCN1CCN(S(=O)(=O)c2cc(Cl)ccc2Cl)CC1	-7	0.8%
CC1c2ccccc2SC(CCCN(C)C)c2ccccc21 (stereo not drawn)	-5	1.8%
CC(C)c1ccc(OCC(=O)N(c2ccccn2)C2CCCCC2)cc1	-6	1.0%

Filtered by structure: the entries above with an aryl thioether with sulfur outside any ring.
SMILES	RmlCD inh 1536	GlmU inhibition
COc1ccccc1N(CCC#N)C(=O)CSc1nc(-c2ccccc2)cn1N	/	2.6%
Cc1cccc(-n2c(SCC(=O)O)nc3sc4c(c3c2=O)CCCC4)c1	-10	-0.9%
O=C(CSc1n[nH]c(-c2ccccc2O)n1)N1CCOCC1	/	9.4%
CCn1c(SCC(=O)Nc2ccc3c(c2)OCCO3)nnc1-c1c[nH]c2ccccc12	/	0.1%
O=c1c2sccc2nc(SCc2cc(=O)n3cc(Cl)ccc3n2)n1-c1ccc(F)cc1	?	-5.2%
CC(=O)Nc1ccc(SCC(=O)Nc2sccc2C#N)cc1	13	3.8%
Cc1ccc(C2=NN(C(=O)CSc3nc4ncc(Cl)cc4[nH]3)C(c3ccco3)C2)cc1 (stereo not drawn)	-10	2.0%
Cc1cccc(-c2nsc(SCC(=O)NCc3ccc4c(c3)OCO4)n2)c1	7	-1.5%
O=C(CSc1nc2ccccc2s1)N/N=C/c1cc([N+](=O)[O-])ccc1O	/	-0.1%
